# Cav32 inh: human Cav3.2 channel inhibition, primary screen; O95180; Cav3.2-expressing cells, Fluo-4 calcium fluorescence FDSS; active compounds read low; B-score at 10 µM; 100,000 tested, 4% active; AID 449739;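 active = single-dose well whose peak fluorescence ratio is a statistical outlier from its plate by either plate-standardised score or position-corrected B-score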
# Target sequence (O95180 whole entry, looked up): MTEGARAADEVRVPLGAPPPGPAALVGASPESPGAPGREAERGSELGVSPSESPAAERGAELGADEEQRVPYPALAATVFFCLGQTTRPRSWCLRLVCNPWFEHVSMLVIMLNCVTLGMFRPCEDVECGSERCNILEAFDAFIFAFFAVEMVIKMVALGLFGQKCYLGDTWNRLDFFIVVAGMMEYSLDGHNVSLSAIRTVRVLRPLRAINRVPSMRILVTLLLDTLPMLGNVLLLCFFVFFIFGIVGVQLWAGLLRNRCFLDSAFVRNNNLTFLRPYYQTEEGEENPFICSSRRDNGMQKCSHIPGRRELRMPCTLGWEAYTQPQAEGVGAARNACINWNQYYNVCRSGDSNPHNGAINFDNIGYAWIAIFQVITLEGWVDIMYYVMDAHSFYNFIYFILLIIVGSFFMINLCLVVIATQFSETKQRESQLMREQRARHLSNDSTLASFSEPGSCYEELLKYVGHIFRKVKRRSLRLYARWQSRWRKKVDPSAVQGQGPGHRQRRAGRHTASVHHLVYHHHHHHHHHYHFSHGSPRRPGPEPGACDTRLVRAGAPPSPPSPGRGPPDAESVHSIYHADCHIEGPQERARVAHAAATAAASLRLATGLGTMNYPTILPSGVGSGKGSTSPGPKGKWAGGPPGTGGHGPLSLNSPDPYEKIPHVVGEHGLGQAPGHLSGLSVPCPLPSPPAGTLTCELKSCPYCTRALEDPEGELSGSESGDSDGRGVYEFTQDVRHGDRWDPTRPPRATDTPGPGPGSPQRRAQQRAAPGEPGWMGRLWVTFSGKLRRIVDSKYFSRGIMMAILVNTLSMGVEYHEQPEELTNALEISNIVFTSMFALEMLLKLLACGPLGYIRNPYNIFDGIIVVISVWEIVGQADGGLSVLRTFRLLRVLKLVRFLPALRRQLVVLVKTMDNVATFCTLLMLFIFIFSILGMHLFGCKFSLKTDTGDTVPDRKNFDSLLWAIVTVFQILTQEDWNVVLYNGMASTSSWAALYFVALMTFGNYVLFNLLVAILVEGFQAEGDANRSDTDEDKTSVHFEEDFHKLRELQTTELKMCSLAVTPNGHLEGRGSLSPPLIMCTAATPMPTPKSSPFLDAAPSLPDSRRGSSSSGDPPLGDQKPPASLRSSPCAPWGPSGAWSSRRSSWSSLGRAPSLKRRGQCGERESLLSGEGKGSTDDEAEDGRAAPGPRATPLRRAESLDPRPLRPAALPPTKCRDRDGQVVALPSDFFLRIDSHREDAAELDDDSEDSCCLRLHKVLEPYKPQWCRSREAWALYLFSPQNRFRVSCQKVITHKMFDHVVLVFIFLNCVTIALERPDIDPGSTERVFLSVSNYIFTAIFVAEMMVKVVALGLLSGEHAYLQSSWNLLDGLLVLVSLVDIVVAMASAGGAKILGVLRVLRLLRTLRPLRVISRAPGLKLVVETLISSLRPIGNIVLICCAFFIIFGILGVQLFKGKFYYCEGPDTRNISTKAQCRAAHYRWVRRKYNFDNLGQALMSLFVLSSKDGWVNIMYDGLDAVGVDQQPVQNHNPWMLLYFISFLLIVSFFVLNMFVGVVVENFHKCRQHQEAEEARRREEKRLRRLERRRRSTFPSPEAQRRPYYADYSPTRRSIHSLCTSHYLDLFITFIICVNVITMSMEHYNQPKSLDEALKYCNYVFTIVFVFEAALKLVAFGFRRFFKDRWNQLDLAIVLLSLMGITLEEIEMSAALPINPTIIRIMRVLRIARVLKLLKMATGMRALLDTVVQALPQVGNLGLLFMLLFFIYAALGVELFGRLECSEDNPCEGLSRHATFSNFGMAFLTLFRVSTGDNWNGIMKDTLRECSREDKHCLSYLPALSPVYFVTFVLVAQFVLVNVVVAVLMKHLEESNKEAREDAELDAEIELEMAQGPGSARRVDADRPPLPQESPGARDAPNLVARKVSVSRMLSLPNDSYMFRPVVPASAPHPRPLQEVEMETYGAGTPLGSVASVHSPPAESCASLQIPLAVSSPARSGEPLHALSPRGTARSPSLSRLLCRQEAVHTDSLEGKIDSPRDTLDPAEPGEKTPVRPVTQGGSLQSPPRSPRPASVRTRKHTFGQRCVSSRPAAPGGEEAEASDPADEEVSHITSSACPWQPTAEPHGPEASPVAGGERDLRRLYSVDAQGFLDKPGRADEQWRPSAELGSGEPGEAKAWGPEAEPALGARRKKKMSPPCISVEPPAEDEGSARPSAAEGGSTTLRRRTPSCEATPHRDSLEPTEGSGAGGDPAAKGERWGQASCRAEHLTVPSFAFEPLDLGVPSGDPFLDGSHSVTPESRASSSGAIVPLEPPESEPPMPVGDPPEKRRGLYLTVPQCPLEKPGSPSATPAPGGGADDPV
# Starred values were filed as active, the others as inactive. Not all compounds are listed. The share of hits here may be higher or lower than overall.
compound | Cav32 inh
Fc1ccc(-c2nnc(CSc3nnc(-c4ccc5c(c4)OCO5)o3)o2)cc1 | -0.34
COc1ccc(CCC(C)Nc2ccc(F)cc2)cc1 (configuration not stated) | -1.57
CCCc1[nH]nc2c1C(c1ccc(OCCN3CCOCC3)c(OCC)c1)C(C#N)=C(N)O2 (configuration not stated) | 0.00183
O=S(=O)(c1ccc(Br)cc1)N1CCN(c2ccc3nnc(-c4ccccc4)n3n2)CC1 | 0.662
O=C(c1cc(C2CC2)nc2ccccc12)N1N=C(C(F)F)CC1(O)C(F)F (configuration not stated) | -3.54
Cc1ccc(C(=O)OCC(=O)Nc2sccc2C(N)=O)cc1NC(=O)c1ccco1 | -0.174
C=C(C)c1cccc(C(C)(C)NC(=O)N2CCN(CC)CC2)c1 | 1.17
COc1ccc(NC(=O)CN2CCN(CC(=O)Nc3ccc(OC)c(OC)c3)CC2)cc1 | -0.0863
COc1cc(OC)cc(C(=O)N2CCN(C(=O)c3ccc(OC)c(OC)c3)CC2)c1 | 0.363
CCN(CC(=O)Nc1ccc([N+](=O)[O-])cc1OC)c1ccccc1 | -1.27
O=C(CN1CCN(CCC(=O)Nc2ccccc2F)CC1)Nc1ccc(F)cc1 | 0.133
O=C(c1nc2nc(-c3ccc(Cl)cc3)cc(C(F)(F)F)n2n1)N1CCOCC1 | -0.142
CCCCCCOc1ccc(OC(=O)c2cccnc2)cc1 | -1.04
O=C(CCc1ccccc1)Nc1ccc(NC(=O)c2ccco2)cc1 | 0.745
O=C(O)COc1ccc(NC(=O)c2ccco2)cc1 | 0.892
N#CC(=C1CCCC1)c1nc(-c2cc3ccccc3oc2=O)cs1 | -0.325
CCCC(=O)Nc1ccc(C(=O)NNC(=O)c2ccccc2Br)cc1 | -3.55
COc1ccc(NC(=S)Nc2ccc(OCc3ccccc3)cc2)cc1OC | 0.659
COc1ccc(-c2noc(CSc3ccc(C)cc3)n2)cc1 | -3.86
Cc1ccccc1N1C(=O)CC(N(O)c2ccccc2)C1=O (configuration not stated) | 0.0393
CCN1CCCC1CNC(=O)CCc1nc(-c2ccc(C)cc2)no1 (configuration not stated) | 0.973
COC(=O)C(C)Oc1ccc2c(-c3cccc([N+](=O)[O-])c3)cc(=O)oc2c1 (configuration not stated) | 0.24
COc1ccc(NC(=O)CSc2nc(O)cc(=O)n2-c2ccccc2OC)cc1 | 0.663
CC(C)NCC(O)c1ccc(NS(C)(=O)=O)cc1 (configuration not stated) | 0.0589
COc1ccc(OC)c(S(=O)(=O)N2Cc3ccccc3CC2C(=O)Nc2nccs2)c1 (configuration not stated) | -0.635
CCc1ccc2[nH]c(=O)c(CN(CCO)C(=O)NCc3ccccc3)cc2c1 | -1.88
Cc1ccc(N2CSC3=C(C#N)C(c4cccs4)CC(=O)N3C2)cc1 (configuration not stated) | 0.773
CCOc1ccc2[nH]cc(S(=O)(=O)c3ccc(C)cc3)c(=O)c2c1 | 0.205
COc1cccc(C(C#N)N2CCOCC2)c1 (configuration not stated) | 0.69
Cc1ccc2oc(C(Cl)(Cl)Cl)cc(=O)c2c1 | 0.234
O=C(COC(=O)CCNS(=O)(=O)c1ccc(Cl)cc1)NCc1ccco1 | -0.0516
CSc1n[nH]c(-c2sccc2OCc2ccc(C)cc2)n1 | -3.74*
COc1ccc(NC(=O)C2CCC(CNc3c(N4CCCCC4)c(=O)c3=O)CC2)cc1OC (configuration not stated) | -0.0334
COc1ccc2c(C(=O)CN3CCN(CCO)CC3)c[nH]c2c1 | 0.0332
Cc1cc(=O)oc2cc(OC(C)C)ccc12 | -0.0708
Cc1ccc(OCCCn2c(=O)sc3ccccc32)cc1 | -2.1
CCCCNC(=O)OC(C)CNC(=O)OC (configuration not stated) | -0.487
Cc1ccc(S(=O)(=O)N2CCc3ccccc3C2CN2C(=O)c3ccccc3C2=O)cc1 (configuration not stated) | -0.389
COc1ccccc1-c1nnc(SCC(=O)NC2CCCCC2)o1 | 0.472
Cc1cccc(NC(=O)N(Cc2cc3cc(C)cc(C)c3[nH]c2=O)CC2COCCO2)c1 (configuration not stated) | -1.19
CCCCCN=Cc1c(C)[nH]n(-c2nc3ccccc3s2)c1=O | 0.486
Cc1ccc(C(C(=O)NC2CCCC2)N2CCc3ccccc32)cc1 (configuration not stated) | 1.03
COc1ccc(Cl)cc1N(CC(=O)Nc1cccc(SC)c1)S(C)(=O)=O | -2.84
Cc1nc2cc(NC(=O)NCc3ccco3)ccc2n1C | 1.1
Cn1c(=O)c2c(-c3ccccc3)n(Cc3ccccn3)cc2n(C)c1=O | 2.01
O=C(CSc1nc(O)cc(=O)[nH]1)N1CCCc2ccccc21 | 0.696
CCCn1nnc(NC(=O)c2ccccc2Cl)n1 | -0.0618
COc1ccccc1N(CC(=O)Nc1ccccc1C(=O)NCC(C)C)S(C)(=O)=O | 0.36
CCC(=O)Nc1ccc(NC(=O)CSc2nnnn2C(C)C)cc1 | 0.42
COc1ccc(-n2cc(-c3ccccc3)c3c(N4CCN(CCO)CC4)ncnc32)cc1 | 1.02
CCOc1nc(-c2ccccc2)ccc1-c1noc(-c2ccco2)n1 | -0.783
C=CCSc1n[nH]c(-c2ccc(OCCC)cc2)n1 | -1.1
COc1cc(CCC(=O)OCn2nnc3ccccc3c2=O)cc(OC)c1OC | 0.462
CCNC(=O)Cn1c(=O)c2c(ncn2Cc2ccccc2)n(Cc2ccccc2)c1=O | 1.4
O=C(c1ccccc1)N1CCN(C(=O)N2CCOCC2)CC1 | 1.65
CCOc1ncccc1C(=O)Nc1ccc(-c2cn3ccsc3n2)cc1 | 0.284
C#CC(CC)(CC)NC(=O)c1c(C)noc1C | 0.342
O=C(CCCOc1ccccc1)n1nnc2ccccc21 | -0.718
CCN1CCN(C(=O)CS(=O)(=O)Cc2nc(-c3ccc(C)cc3)oc2C)CC1 | 1.02
CCCCn1nnnc1SCC(=O)Nc1ccc(N(C)C)cc1 | 2.25

# Additional records
compound | Cav32 inh
COc1ccc(C(=O)N2CC3(C)CC2CC(C)(C)C3)cc1 (configuration not stated) | 0.153
CCOC(=O)CN1C(=O)Nc2ccc(Br)cc2C1c1ccccc1 (configuration not stated) | -2.17
CCN(CC)S(=O)(=O)c1cc(OC)c(Cl)cc1Cl | -0.973
CCCCOC(=O)Nc1ccc(C(=O)OCCC)cc1 | -4.27
CCOC(=O)c1cc2cc3ccccc3cc2[nH]1 | -0.163
Cc1ccc(NC(=O)CSc2nnc(NC(=O)CN3CCOCC3)s2)cc1 | 0.0772
CCOC(=O)/C(C#N)=C\c1ccc(CC)s1 | -0.088
O=C1CC(O)(C(F)(F)F)Oc2c1ccc1ccccc21 (configuration not stated) | -4.25*
Cn1c(NCc2ccccc2O)nc2ccccc21 | 1.33
COC(=O)c1ccc(CSc2nnc3n(Cc4ccccc4OC)c(=O)c4ccccc4n23)o1 | 0.665
Cc1ccc(COCCN2CCN(S(=O)(=O)c3ccccc3)CCC2=O)cc1 | 0.468
CCOC(=O)c1c(C)c(C(=O)NCc2ccco2)c(C)n1Cc1ccccc1 | -0.269
CCOC(=O)COc1ccc(Br)cc1C1NC(=O)NC(C)=C1C(=O)NCc1ccccc1 (configuration not stated) | -0.0228
Nc1nc(N)nc(-c2ccccc2O)n1 | -0.0896
O=C1CCc2ccc(OCCCCN3CCN(c4cccc(Cl)c4Cl)CC3)cc2N1 | -1.24

# 2 entries from above, with values ahead of the structure:
Cav32 inh,SMILES
-1.24,O=C1CCc2ccc(OCCCCN3CCN(c4cccc(Cl)c4Cl)CC3)cc2N1
-2.17,CCOC(=O)CN1C(=O)Nc2ccc(Br)cc2C1c1ccccc1 (configuration not stated)

# (cont.)
compound | Cav32 inh
Cc1cc(NC(=O)COc2nnc(-c3ccccc3)c3ccccc23)no1 | -0.457
CCn1c(O)c(N=NC(=O)CNC(=O)/C=C/c2ccco2)c2ccccc21 | -0.517
O=C(O)c1ccc(N(c2ccccc2)c2ccccc2)cc1 | -2.52
CC(C)Oc1ccc(OCCCN2CCCCCC2)cc1 | -0.0464
O=C(C1CC1)N1CCN(C(c2ccccc2)c2ccccc2)CC1 | 0.481
C[C@@]12CC(=O)NC1N(C(=O)c1ccccc1)C(c1ccccc1OC(=O)c1ccccc1)C2 (some centres not stated) | -0.0409
COc1cc2c(cc1OC)C(C)N(C(C)=O)CC2 (configuration not stated) | 0.517
CC(C)Nc1nc2n(c(=O)n1)CCN2C(C)C | 0.825
CC(=O)N1CCCc2cc(S(=O)(=O)N3CCN(C4CCCCC4)CC3)ccc21 | 0.689
Cn1ccnc1Sc1ccc(/C=N/NC(=O)c2ccccc2[N+](=O)[O-])cc1[N+](=O)[O-] | -0.541
O=C(O)C[C@H]1c2ccc(C(F)(F)F)cc2S(=O)(=O)N1Cc1ccccc1 | 1.1
Cc1nn(Cc2ccccc2Cl)c(C)c1C(=O)NC1=NCCS1 | -0.181
CCOP(=O)(c1ccccc1)c1nc(-c2ccccc2Cl)oc1N1CCCCC1 (configuration not stated) | -10.6*
CCn1c(SCc2ccc(Cl)cc2)nnc1-c1ccccc1 | -2.9
COc1ccc2c(c1OC)C(=O)N(c1ccc(C)c(C)c1)C2=O | 0.772

# By substructure: those above containing an NH in an aromatic ring
compound | Cav32 inh
CCCc1[nH]nc2c1C(c1ccc(OCCN3CCOCC3)c(OCC)c1)C(C#N)=C(N)O2 (configuration not stated) | 0.00183
CCc1ccc2[nH]c(=O)c(CN(CCO)C(=O)NCc3ccccc3)cc2c1 | -1.88
CCOc1ccc2[nH]cc(S(=O)(=O)c3ccc(C)cc3)c(=O)c2c1 | 0.205
CSc1n[nH]c(-c2sccc2OCc2ccc(C)cc2)n1 | -3.74*
COc1ccc2c(C(=O)CN3CCN(CCO)CC3)c[nH]c2c1 | 0.0332
Cc1cccc(NC(=O)N(Cc2cc3cc(C)cc(C)c3[nH]c2=O)CC2COCCO2)c1 (configuration not stated) | -1.19
CCCCCN=Cc1c(C)[nH]n(-c2nc3ccccc3s2)c1=O | 0.486
O=C(CSc1nc(O)cc(=O)[nH]1)N1CCCc2ccccc21 | 0.696
C=CCSc1n[nH]c(-c2ccc(OCCC)cc2)n1 | -1.1
CCOC(=O)c1cc2cc3ccccc3cc2[nH]1 | -0.163

# Further compounds:
SMILES | Cav32 inh
CCC(=O)Nc1cccc2c1C(=O)N(C)C2=O | 0.283
CCc1nnc(NC(=O)CSc2nnc3c4ccccc4n(C)c3n2)s1 | 1.58
CCOC(=O)C(NC(=O)NC1CCCCC1)(c1ccccc1)C(F)(F)F (configuration not stated) | -0.177
COc1ccccc1N1CCN(C(=O)c2cc(-c3cccc(Cl)c3)on2)CC1 | 0.0444
CCOC(=O)C1=C(C)NC(C)=C(C(=O)OCC)C1C(=O)OCC(=O)NC(C)C | -0.239
COc1ccc(Oc2coc3c(CN4CCOCC4)c(O)ccc3c2=O)cc1 | 0.000119
Cc1cccc(Nc2nc(NCc3ccco3)nc(N3CCOCC3)n2)c1 | -4.66*
Cc1ccccc1C(C(=O)NCc1ccco1)N(CC1CCCO1)C(=O)Cn1nnc2ccccc21 (configuration not stated) | -3.78*
Cc1ccc(-c2nc3cccnc3s2)cc1NS(=O)(=O)c1cccs1 | -2.33
Cc1nnc(SCC(=O)NC(C)(C)C)n1CCc1ccccc1 | 1.52
COc1cnc(N(C)C)nc1Sc1cccc(Cl)c1 | 0.00797
O=C1NC(c2ccccc2)=C(c2ccc3ccccc3n2)C(c2ccncc2)N1 (configuration not stated) | 0.531
N#CC(=C=[N-])C1=C(C#N)C(c2ccccc2F)C([n+]2ccccc2)C(O)(C2CC2)N1 (configuration not stated) | 0.267
CCCCNC(=O)C1CC(c2ccccc2[N+](=O)[O-])=NO1 (configuration not stated) | 0.945
O=C(CN1C(=O)NC2(CCCCC2)C1=O)Nc1ccc(S(=O)(=O)N2CCOCC2)cc1 | -0.566
COC(=O)C(Cc1cnc(Cl)s1)(C(=O)OC)c1ccc([N+](=O)[O-])cc1[N+](=O)[O-] | -0.523
COc1cc(F)c(C(=O)NC(C)(C)CO)cc1OC | 0.889
C[N+]1(C)[C@@H]2CC(OC(=O)[C@H](CO)c3ccccc3)C[C@H]1[C@@H]1O[C@@H]12 (some centres not stated) | 0.521
Clc1cccc(Nc2ncnc3ccc(Br)cc23)c1 | -2.57
Nc1c(C(=O)NC2CCCC2)sc2nc(-c3cccs3)ccc12 | -0.558
Cc1ccc(C(C)C)c(OCC(=O)OCc2c(C)noc2C)c1 | -0.671
O=C(O)c1cccc(NS(=O)(=O)c2cccc3nsnc23)c1 | -0.325
COc1cc(OC)c2ccc(=O)oc2c1C(CC(=O)N1CCOCC1)c1ccc2c(c1)OCO2 (configuration not stated) | 1.17
COCCCN(Cc1ccccn1)S(=O)(=O)Cc1ccccc1 | -0.622
O=C(NCCc1ccccc1)C(=O)c1c(-c2ccccc2)[nH]c2ccccc12 | -1.13
CC(=O)Nc1cc(C(=O)OCC(=O)c2ccc(Cl)cc2Cl)ccc1C | 0.435
c1ccc(-n2ncc3c(NCc4cccnc4)ncnc32)cc1 | 0.894
COc1ccc(-c2nn3c(-c4ccccc4)nnc3s2)cc1 | 0.978
CCOC(=O)c1c(C)cc(=O)oc1C | 0.689
O=C(NC1(C(=O)NC2CCCCC2)CCCCC1)c1ccc2c(c1)OCO2 | 0.613
CCOCN(C(=O)Cn1c(CO)nc2ccccc21)c1c(C)cccc1CC | -0.0448
CCCCN(CCCNC(=O)c1c(C)cc(=O)oc1C)c1ccccc1 | -0.763
Cc1cccc(OCC(=O)NNC(=O)c2cc3ccccc3oc2=O)c1 | -0.873
Cc1nn(-c2cccc(Cl)c2)c2c1C(c1cccnc1)C(C#N)=C(N)O2 (configuration not stated) | 0.863
Cc1c(CN2CCN(c3cccc(C(F)(F)F)c3)CC2)c(=O)n(-c2ccccc2)n1C | 1.2
Cc1ccc(-n2ncc3c(N4CCC(C(N)=O)CC4)ncnc32)c(C)c1 | 0.624
COC(=O)c1cc(C(=O)CSc2nc(C)cc(C)n2)ccc1O | -0.464
Cc1ccc(C)n1-c1ccc(-c2nnc3n2CCCCC3)s1 | -0.265
COC(=O)CNC(=O)C1CCCN1C(=O)OC(C)(C)C (configuration not stated) | 0.121
OC(Cn1cccn1)c1ccccc1 (configuration not stated) | -0.339
COC(=O)CNS(=O)(=O)c1ccc(C)cc1 | -0.0868
O=C(Nc1ccc(Cl)cc1)c1ccncc1 | -0.53
Cn1cccc1CNCc1ccccc1Cl | -1.45
Cc1[nH]n(C(C)(C)C)c(=O)c1Sc1ccccc1 | 0.0294
Cc1ccc(CNC(=O)c2ccc3c(c2)S(=O)(=O)c2ccccc2C3=O)o1 | 0.21
